pPAFAH FP inh: pPAFAH (human) enzyme inhibition; recombinant pPAFAH, FP-rhodamine probe fluorescence polarization; inhibition, % at 3.39 µM; 330,000 tested, 1.5% active;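 active = inhibition above the mean inhibition across the screen plus 3 SD, cut at about 25% in these data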;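 also: inhibitors block binding of the rhodamine activity-based probe so polarization drops; 0% = enzyme with DMSO and 100% = wells lacking pPAFAH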
ZTA counter: counter-screen for EBNA-1 inhibitors: inhibitors of Epstein-Barr virus ZTA; ZTA-DNA binding, fluorescence polarization; P03206; inhibition, % at 11 µM; 320,000 tested, 0.15% active; in the data active = inhibition above about 33%
EBNA-1 inhibitor: blocks EBNA-1 binding to DNA; EBNA-1 DNA binding, fluorescence polarization; 300,000 tested, 0.34% active; inhibition, % at 14.8 µM; in the data active = inhibition above about 28%
LYPLA1 inh: counter-screen for PME1 inhibitors: inhibitors of human LYPLA1; 320,000 tested, 0.16% active; inhibition, % at 5.9 µM; recombinant LYPLA1, FP-Rh probe fluorescence polarization; O75608; AID 2174;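 active = inhibition above the mean of all tested compounds plus 3 SD, set per campaign, cut at about 14% in these data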;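 also: inhibitors block serine hydrolase probe labeling of LYPLA1 so polarization falls; 0% = enzyme with DMSO and 100% = wells lacking LYPLA1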
Target sequence (O75608 whole entry, looked up): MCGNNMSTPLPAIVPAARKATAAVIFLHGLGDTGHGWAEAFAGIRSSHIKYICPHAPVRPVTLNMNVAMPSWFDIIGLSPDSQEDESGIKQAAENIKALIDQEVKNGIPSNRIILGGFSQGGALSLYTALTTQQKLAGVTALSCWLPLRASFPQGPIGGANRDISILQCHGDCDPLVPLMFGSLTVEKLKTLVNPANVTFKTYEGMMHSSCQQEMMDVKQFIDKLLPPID
PREPL inh: inhibitors of human prolyl oligopeptidase-like enzyme PREPL. Q4J6C6. recombinant PREPL, fluorescence polarization activity-based probe. inhibition, % at 5.96 µM. 320,000 tested, 0.68% active. AID 2751; in the data active = inhibition above about 43%;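 also: 0% = enzyme with DMSO and 100% = wells lacking enzyme; many of its hits are not listed in these tables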
PAFAH2 inh: PAFAH2 (human) inhibition. Q99487. recombinant PAFAH2, FP-rhodamine activity probe, fluorescence polarization. inhibition, % at 3.39 µM. 340,000 tested, 0.99% active. AID 492956;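 active = inhibition above the mean over all tested compounds plus 3 SD, cut at about 30% in these data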;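 also: inhibitors block probe labeling of enzyme so polarization drops; 0% = enzyme with DMSO and 100% = wells lacking PAFAH2 protein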
PAFAH1B3 inh: PAFAH1B3 (human) inhibition. Q15102. AID 492972. 340,000 tested, 0.28% active. recombinant PAFAH1B3, FP-rhodamine probe, fluorescence polarization. inhibition, % at 3.39 µM;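 active = inhibition above the screen-wide average of all tested compounds plus 3 SD, cut at about 25% in these data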;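 also: 0% = enzyme with DMSO only and 100% = wells lacking PAFAH1B3 protein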
Target sequence (Q15102 whole entry, looked up): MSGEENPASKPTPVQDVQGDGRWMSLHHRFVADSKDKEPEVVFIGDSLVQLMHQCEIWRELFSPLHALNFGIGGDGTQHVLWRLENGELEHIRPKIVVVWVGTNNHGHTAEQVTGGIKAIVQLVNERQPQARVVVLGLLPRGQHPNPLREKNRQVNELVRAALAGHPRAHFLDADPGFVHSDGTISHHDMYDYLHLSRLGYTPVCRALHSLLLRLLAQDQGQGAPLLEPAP
PAFAH1B2 inh: PAFAH1B2 (human) inhibition | recombinant PAFAH1B2, FP-rhodamine activity probe, fluorescence polarization | inhibition, % at 3.39 µM | 340,000 tested, 1.2% active;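 active = inhibition above the mean of all tested compounds plus 3 SD, cut at about 24% in these data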;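 also: 0% = enzyme with DMSO and 100% = wells lacking PAFAH1B2; many of its hits are not listed in these tables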
Target sequence (P68402 whole entry, looked up): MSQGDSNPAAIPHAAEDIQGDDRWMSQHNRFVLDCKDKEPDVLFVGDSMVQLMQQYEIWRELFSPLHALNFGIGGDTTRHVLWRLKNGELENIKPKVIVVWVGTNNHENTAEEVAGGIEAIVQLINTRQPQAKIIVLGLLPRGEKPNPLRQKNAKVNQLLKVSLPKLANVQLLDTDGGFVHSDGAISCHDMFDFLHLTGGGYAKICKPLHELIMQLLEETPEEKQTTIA
LYPLA2 counter: counter-screen for PME1 inhibitors: inhibitors of human LYPLA2; O95372; recombinant LYPLA2, FP-Rh probe fluorescence polarization; inhibition, % at 5.9 µM; 320,000 tested, 0.38% active; AID 2177;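 active = inhibition above the screen-wide mean plus 3 SD, limit set per campaign, cut at about 26% in these data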;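 also: 0% = LYPLA2 with DMSO and 100% = wells lacking LYPLA2 enzyme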
Target sequence (O95372 whole entry, looked up): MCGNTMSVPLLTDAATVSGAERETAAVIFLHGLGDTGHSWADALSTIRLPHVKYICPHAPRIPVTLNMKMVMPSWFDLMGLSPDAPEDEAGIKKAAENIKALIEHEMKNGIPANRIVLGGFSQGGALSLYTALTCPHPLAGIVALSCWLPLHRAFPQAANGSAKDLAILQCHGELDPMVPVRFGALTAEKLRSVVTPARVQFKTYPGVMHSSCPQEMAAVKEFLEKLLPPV
The depositor's hits bear a star; nt = not tested or not shown; & = joins results of further samples. A portion of the library; rates above refer to the full screens.

SMILES | pPAFAH FP inh | ZTA counter | EBNA-1 inhibitor | LYPLA1 inh | PREPL inh | PAFAH2 inh | PAFAH1B3 inh | PAFAH1B2 inh | LYPLA2 counter
COc1cc(NC(=O)C(=O)NCCN(C)C)c(OC)cc1Cl | -2 | -16 | -9 | 5 | 3 | -4 | 3 | 2 | 6
O=C(CCN1C(=O)C2CC=CCC2C1=O)Nc1cccc(S(=O)(=O)N2CCCCC2)c1 (stereo not given) | 1 | -15 | nt | 3 | 7 | -1 | 5 | 24 | 6
Nc1cc(Cl)ccc1Oc1ccc2ccccc2c1 | 16 | -2 | 2 | 3 | 17 | 4 | -1 | -1 | 28*
O=C(CCNS(=O)(=O)c1ccc(Cl)cc1)N1CCCCCC1 | 12 | -1 | 11 | -2 | 5 | 2 | -4 | 27* | -5
O=C(N=c1ccn(-c2nc3ccccc3nc2NS(=O)(=O)c2ccccc2)cc1)c1ccccc1Cl | 1 | 2 | 6 | 1 | 21 | -5 | 3 | 2 | 5
N#C/C(=C\c1c(N2CCC(C(N)=O)CC2)nc2ccccn2c1=O)C(=O)NC1CCCCC1 | 3 | -17 | -28 | -1 | 0 | -1 | 5 | 6 | 1
CN1C(=O)[C@H]2[C@@H](/C=C/c3ccccc3)N3C(=O)CN(CC4CC4)C(=O)[C@@]3(C)[C@H]2C1=O | 0 | -3 | -6 | -2 | 4 | 0 | 8 | 4 | -3
O=C1NC(=S)S/C1=C\c1cc2ccccc2nc1N1CCCCC1 | 8 | -6 | -1 | -2 | -7 | 14 | 15 | 5 | 0
N#CCCn1cc(C=C(C#N)C#N)c(-c2ccc(-c3ccccc3)cc2)n1 | 5 | 5 | -5 | -11 | 6 | -32 | -30 | -19 | -4
CCCCOc1ccc(-c2ncc(Cl)cn2)cc1 | 4 | -5 | 4 | 0 | -3 | -7 | -1 | 5 | 7
Cc1ccc(C)c(-n2nnnc2SCC(=O)NCC2CCCO2)c1 (stereo not given) | 3 | 13 | nt | 2 | 2 | -5 | 9 | -6 | 12
Nc1c2c(nc3ccccc13)CCCC2 | -8&1 | 7&-3 | -6&-1 | 0&-3 | 3&17 | -2&2 | 8&-6 | 0&-8 | 0&2
O=C(N/N=C/c1cc([N+](=O)[O-])ccc1O)c1cccc(N2CCCC2=O)c1 | 9 | -9 | -8 | -3 | -1 | -3 | 11 | 4 | 2
CC(Nc1nc(-c2cccc(Br)c2)cs1)c1nc2cc(Cl)c(N3CCCCC3)cc2n1CCOCCO (stereo not given) | 4 | -7 | 4 | -4 | 38 | 6 | 4 | 9 | -2
COc1ccc(N(C(C)C(=O)N/N=C/c2ccc(OCC(C)C)cc2)S(C)(=O)=O)cc1 (stereo not given) | 9 | -3 | 1 | 2 | -4 | -2 | 2 | -8 | 16
CCCc1cc(=O)[nH]c(SCC(=O)c2c(N)n(CC(C)C)c(=O)n(C)c2=O)n1 | 0 | 5 | 8 | 1 | -2 | 4 | 8 | 2 | -4
Cc1cc2oc(=O)cc(CN3CCC(C)CC3)c2cc1C | 1 | 0 | 16 | -1 | -2 | -3 | 5 | 16 | 3
O=C(O)CCN1C(=O)c2ccc(NC(=O)c3cccs3)cc2C1=O | 3 | 7 | 8 | -4 | 7 | 9 | 8 | 0 | -3
COc1ccc(-c2nnn(CC(=O)N(CCN3CCOCC3)C(C(=O)NC3CCCC3)c3ccco3)n2)cc1 (stereo not given) | 6 | -4 | -13 | 8 | 6 | 1 | 22 | 7 | -1
COC(=O)C1=NN(C(=O)c2ccc(C)cc2)C(O)(c2ccc(Cl)cc2)C1 (stereo not given) | 7 | 4 | -7 | -5 | -1 | nt | nt | nt | -5
COc1ccc(-c2c[n+](CC(=O)c3cccs3)c3n2CCC3)cc1 | 3 | -5 | -7 | 1 | -6 | -2 | 7 | 1 | 6
O=C(NCC1CCCO1)C1CCCN(c2ncccn2)C1 (stereo not given) | -4 | -4 | -4 | 2 | 12 | 4 | 0 | 4 | 4
COC(=O)c1ccc(NC(=O)Nc2ccc(F)c(Cl)c2)cc1 | -29 | -7 | -4 | -79 | 15 | -57 | -20 | -12 | -128
CSc1nc(C)c2cc(C)oc2n1 | -5 | -5 | 4 | -1 | 19 | 0 | 5 | 3 | 0
Cc1ccc(OCC(=O)Nc2ccon2)c([N+](=O)[O-])c1 | 4 | 10 | -3 | -2 | 4 | -2 | 1 | -5 | 2
O=C(/C=C/c1ccccc1[N+](=O)[O-])NCC1CCCO1 (stereo not given) | 1 | 13 | 3 | -5 | -1 | 0 | 6 | 5 | 3
Cc1cc(=O)[nH]c2c1c(C)nn2-c1ccccc1 | 8 | 9 | 1 | 0 | 0 | 9 | 5 | 9 | 5
Cc1ccccc1NC(=O)C1CCCN1C(=O)NC1CCCCC1 (stereo not given) | 1 | -19 | 13 | 2 | 13 | -2 | 6 | 2 | 9
COc1ccc(-c2nc(C(=O)O)cs2)cc1OC | -9 | -8 | -15 | 1 | 4 | 3 | 0 | 3 | -4
COc1ccc(-c2cc(C(=O)O)c(C)o2)cc1OC | 1 | 7 | 0 | 1 | 3 | 1 | 5 | 7 | -6
O=C(O)C(Cc1cc(Cl)ccc1Cl)Sc1nc2ccccc2[nH]1 (stereo not given) | 3 | -8 | -3 | 0 | -12 | 5 | 8 | 13 | 2
CCCCCCn1c(SCC(C)C)nc2c1c(=O)[nH]c(=O)n2C | 2 | 11 | 4 | 0 | -6 | 3 | 9 | 3 | 4
CC(C)[C@H](CO)N(Cc1cccc(F)c1)c1nc(Nc2cccc(Cl)c2)c2ncn(C(C)C)c2n1 | 2 | 17 | -1 | -1 | 25 | -1 | 14 | 1 | 2
COc1ccccc1S(=O)(=O)Cc1ccc(C(=O)NCCN2CCCCCC2)o1 | 1 | 3 | 2 | 2 | 10 | -3 | 2 | -1 | -1
COc1cc(OC)cc(-n2nc(C(=O)N3CC(C)CC(C)C3)c3ccccc3c2=O)c1 (stereo not given) | 1 | -11 | 2 | -2 | 3 | 4 | -4 | -1 | 1
COCC(=O)Nc1nnc(SCC(=O)N2CCCCC2)s1 | 1 | 8 | 2 | -7 | -11 | -6 | 1 | 3 | -8
CCOC(=O)c1ccc(NC(=O)Cn2cnc(S(=O)(=O)N3CCCC3)c2)cc1 | -5 | -20 | -7 | 2 | 14 | 7 | 3 | -1 | 8
CCOC(=O)C1=C(C)N(CCCC(=O)O)C(=O)NC1c1ccccc1OS(=O)(=O)c1ccccc1[N+](=O)[O-] (stereo not given) | 3 | 2 | 0 | -1 | -5 | 8 | 0 | 0 | -2
Nc1nc(SCC(=O)Nc2ccc(Cl)c([N+](=O)[O-])c2)n[nH]1 | 2 | -14 | nt | -5 | 15 | 0 | 11 | 4 | -2
COc1ccc(Br)c(C(=O)OCc2cc(=O)oc3cc(C)ccc23)c1 | 4 | 5 | 4 | -4 | -24 | 3 | 5 | -1 | -6

Part of the list above, as comma-separated lines.
structure,pPAFAH FP inh,ZTA counter,EBNA-1 inhibitor,LYPLA1 inh,PREPL inh,PAFAH2 inh,PAFAH1B3 inh,PAFAH1B2 inh,LYPLA2 counter
Cc1cc(=O)[nH]c2c1c(C)nn2-c1ccccc1,8,9,1,0,0,9,5,9,5
COc1ccc(-c2nc(C(=O)O)cs2)cc1OC,-9,-8,-15,1,4,3,0,3,-4
Cc1ccc(OCC(=O)Nc2ccon2)c([N+](=O)[O-])c1,4,10,-3,-2,4,-2,1,-5,2
Nc1nc(SCC(=O)Nc2ccc(Cl)c([N+](=O)[O-])c2)n[nH]1,2,-14,nt,-5,15,0,11,4,-2

The listing picks up, starting 2 compounds before the break.
SMILES | pPAFAH FP inh | ZTA counter | EBNA-1 inhibitor | LYPLA1 inh | PREPL inh | PAFAH2 inh | PAFAH1B3 inh | PAFAH1B2 inh | LYPLA2 counter
Nc1nc(SCC(=O)Nc2ccc(Cl)c([N+](=O)[O-])c2)n[nH]1 | 2 | -14 | nt | -5 | 15 | 0 | 11 | 4 | -2
COc1ccc(Br)c(C(=O)OCc2cc(=O)oc3cc(C)ccc23)c1 | 4 | 5 | 4 | -4 | -24 | 3 | 5 | -1 | -6
CSc1ccc(CN(C)C(=O)c2cccc(S(=O)(=O)NCc3ccccc3)c2)cc1 | 1 | -2 | -6 | 0 | 1 | -10 | 3 | 8 | 4
Cc1nn(-c2ccccc2Cl)c2sc(C(=O)Nc3nnc(C4CC4)s3)cc12 | 1 | -4 | 5 | 1 | -9 | 5 | 5 | -3 | 1
O=C(N/N=C\c1ccc(OCC(=O)N2CCCC2)cc1)C(=O)Nc1ccccc1F | 2 | 4 | 6 | 1 | 4 | -5 | 6 | 4 | 3
COC(=O)Cc1ccc(NC(=S)NCCCO)cc1 | 4 | 15 | 3 | 4 | 8 | -2 | -4 | 3 | 0
CCCNCc1cc(OC)c(OCCC)cc1Cl | 2 | 5 | 14 | 3 | -2 | -6 | 11 | -2 | -2
COCCOC(=O)c1c(C)oc2ccc(OS(C)(=O)=O)cc12 | -5 | -1 | -2 | -3 | 0 | 4 | 11 | -2 | -5
CC1(C)CC(=O)C=C(c2cccc3c2Oc2ccccc2S3)C1 | 2 | 22 | nt | -4 | -2 | -10 | -4 | 4 | 0
COc1ccccc1C1CCN(C(=S)Nc2ccc(Br)cc2)CC1 | 13 | 16 | 12 | -7 | -2 | 5 | -5 | 5 | -10
Cc1ccc(-c2csc(NC(=O)c3cccc(S(=O)(=O)N4CCN(C)CC4)c3)n2)cc1 | 1 | 9 | 0 | -5 | -10 | 4 | -1 | 1 | 1
O=C(NCC1CCCO1)c1ccc(CS(=O)(=O)c2ccc(Cl)cc2)o1 (stereo not given) | 4 | 1 | 9 | -1 | 1 | 2 | 5 | 6 | -1
CCCCOc1ccc(N2C(=O)CC(NCCc3ccc(S(N)(=O)=O)cc3)C2=O)cc1 (stereo not given) | 3 | -4 | -2 | 2 | 9 | 0 | -1 | 7 | 4
Cc1ccccc1NC(=O)CCC(=O)N/N=C/c1cccnc1 | 0 | 1 | 10 | 2 | 4 | 0 | 9 | -2 | 3
CCN1C(=O)/C(=C/C=C2/Sc3ccccc3N2CCO)SC1=S | -31 | 0 | 2 | -25 | -38 | -46 | -41 | -21 | -52
Cc1nc(SCC(=O)Nc2ccc(N3CCOCC3)cc2)nc(C)c1C | 2 | -7 | 1 | 0 | 8 | -7 | -2 | 3 | -3

Look-ups from above:
Under PAFAH1B3 inh, COCCOC(=O)c1c(C)oc2ccc(OS(C)(=O)=O)cc12 is listed with 11
Under ZTA counter, Cc1ccccc1NC(=O)CCC(=O)N/N=C/c1cccnc1 is listed with 1
Under LYPLA2 counter, CCCCOc1ccc(N2C(=O)CC(NCCc3ccc(S(N)(=O)=O)cc3)C2=O)cc1 (stereo not given) is listed with 4
Under PAFAH1B2 inh, Cc1ccc(-c2csc(NC(=O)c3cccc(S(=O)(=O)N4CCN(C)CC4)c3)n2)cc1 is listed with 1

A draw from above in order of molecular weight, lowest first.
SMILES | pPAFAH FP inh | ZTA counter | EBNA-1 inhibitor | LYPLA1 inh | PREPL inh | PAFAH2 inh | PAFAH1B3 inh | PAFAH1B2 inh | LYPLA2 counter
CCCNCc1cc(OC)c(OCCC)cc1Cl | 2 | 5 | 14 | 3 | -2 | -6 | 11 | -2 | -2
CCN1C(=O)/C(=C/C=C2/Sc3ccccc3N2CCO)SC1=S | -31 | 0 | 2 | -25 | -38 | -46 | -41 | -21 | -52
Cc1nc(SCC(=O)Nc2ccc(N3CCOCC3)cc2)nc(C)c1C | 2 | -7 | 1 | 0 | 8 | -7 | -2 | 3 | -3

Screens from PubChem.
